Source: PubChem (several laboratories)
PKA-R2B activ = activators of human PKA-R2B complex | P22694+P31323 | 0.079% of 340,000 active | PKA-R2B holoenzyme dissociation, Cy5-IP20 fluorescence polarization; R2B truncated from residue 108, S112A mutant; 0% DMSO only, 100% 113 µM cGMP | activation, % at 11.4 µM;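 active = activation above a cutoff set at the mean over all compounds plus 3 SD, cut at about 18% in these data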;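 note: higher means more holoenzyme dissociation and a rise in polarization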
Target sequence (P31323 whole entry, looked up, other chains not shown, the tested form may be a part): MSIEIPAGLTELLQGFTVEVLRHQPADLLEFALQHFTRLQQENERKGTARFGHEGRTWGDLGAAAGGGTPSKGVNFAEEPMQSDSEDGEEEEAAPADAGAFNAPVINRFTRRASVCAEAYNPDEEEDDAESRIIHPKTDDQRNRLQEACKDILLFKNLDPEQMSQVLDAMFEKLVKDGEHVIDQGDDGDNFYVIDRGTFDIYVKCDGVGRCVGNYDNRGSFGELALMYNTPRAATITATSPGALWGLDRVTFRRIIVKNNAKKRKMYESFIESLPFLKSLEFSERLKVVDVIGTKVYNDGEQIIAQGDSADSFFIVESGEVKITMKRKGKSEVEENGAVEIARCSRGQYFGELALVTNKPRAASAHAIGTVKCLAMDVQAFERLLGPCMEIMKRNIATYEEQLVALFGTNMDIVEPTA
DAGLB inhibitor = diacylglycerol lipase beta (human) inhibition | Q8NCG7 | HEK293T DAGLB membrane lysate, EnzChek fluorogenic substrate | inhibition, % at 5.17 µM | 0.059% of 340,000 active | AID 504411; in the data active = inhibition above about 34%;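 note: 0% = enzyme with vehicle and 100% = wells lacking enzyme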
PvdQ inh = P. aeruginosa PvdQ acylase inhibition. purified PvdQ acylase, fluorescence plate reader. inhibition, % at 10 µM. 0.063% of 340,000 active; in the data active = inhibition above about 30%, passing the limit was not always enough;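 note: 0% = vehicle neutral wells and 100% = reference inhibitor wells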
NSD2 HMT inh = NSD2 (human) methyltransferase inhibition. O96028. NSD2 peptide methylation, AlphaScreen, 120 min. inhibition, % at 12.5 µM. 0.54% of 310,000 active; in the data active = inhibition above about 50%
SR-BI uptake up = SR-BI HDL lipid transfer activation | CHO ldlA[mSR-BI] cells, DiI-HDL uptake fluorescence, 3 h; 100 = double the neutral-control signal | activation, % at 12.5 µM | 0.096% of 320,000 active;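 active = mean replicate activation of at least 60% and every replicate at or above 60%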;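 note: 0% = median plate neutral-control signal and 100% = twice that signal; values of inactives mirror those of a sister screen read the other way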
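system = CHO ldlA[mSR-BI] cells, LDL receptor-null, SR-BI overexpressing | medium = Ham's F12 with 0.5% BSA, HEPES 25 mM, pH 7.4 | probe or stimulus = DiI-HDL 10 µg/mL | compound dosing = single-point compound dose | incubation = compound exposure 3 h, 37 °C | technique = DiI fluorescence, bottom read | read-out = cell-associated DiI fluorescence as measure of HDL uptake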
LANA DNA inh = inhibitors of KSHV LANA C-terminal domain DNA binding | MBP-C-LANA/FAM-LBS DNA binding, fluorescence polarization | inhibition, % at 9 µM | 0.078% of 340,000 active | AID 504423;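 active = highest replicate inhibition at or above 60% at 9 µM, even if other replicates fall short; inactive = all replicates below 60% inhibition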;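 note: 0% = neutral control wells and 100% = 4 µM acridine orange control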
Arrestin-AP2 inh = human beta-arrestin and AP2 interaction inhibition; inhibition, % at 10 µM; AID 504490; FITC-arrestin peptide / GST-AP2 beads, flow cytometry; AP2 beta2 appendage carries R879A mutation; 0.31% of 340,000 active;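 active = inhibition above a set limit, near 3 SD of compounds lacking own fluorescence, cut at about 54% in these data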;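 note: plate controls were DMSO wells for no effect and 5 µM unlabelled arrestin peptide for full effect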
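Material – AP2 appendage R879A on GSH beads · Buffer or medium – PBS with 0.05% Tween 20 and 0.1% BSA · Probe or stimulus – fluorescein-tagged arrestin peptide at 50 nM final · Incubation – compound with beads 12 min RT, then probe 1 h RT · Detection – high-throughput flow cytometry of beads, ex 488, em 535 nm · Evaluation – percent response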
SR-BI HDL uptake = blocks mouse SR-BI lipid uptake from DiI-HDL; Q61009; ldlA[mSR-BI] CHO cells, DiI-HDL uptake fluorescence, 3 h; inhibition, % at 12.5 µM; 0.96% of 320,000 active; AID 488896;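 active = mean replicate inhibition of at least 70% and a set share of replicates each scoring 70 or more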;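 note: 0% = median of neutral control wells and 100% = median of positive control wells; values of inactives mirror those of a sister screen read the other way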
RTF Ca sens inh = cardiac RTF calcium desensitization | 0.12% of 340,000 active | IANBD-labeled cardiac RTF, Ca2+ fluorescence | inhibition, % at 7.15 µM | AID 493244 | P19429+P45379;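 active = inhibition above the mean inhibition of all tested compounds plus 3 SD, cut at about 17% in these data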;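 note: assay run at fixed EC70 calcium of 1.6 mM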
Keap1 Nrf2 FP = Keap1-Nrf2 (human) interaction inhibition; Q14145; Keap1 Kelch-Nrf2 peptide fluorescence polarization, 1536-well; inhibition, % at 9.4 µM; 0.15% of 340,000 active; in the data active = inhibition above about 12%;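 note: human Keap1 Kelch domain with fluorescein labeled Nrf2 9mer peptide probe; 0% = neutral control wells and 100% = peptide positive control; higher means more block of Keap1 binding to Nrf2 peptide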
Target sequence (Q14145 whole entry, looked up, the tested form may be a part): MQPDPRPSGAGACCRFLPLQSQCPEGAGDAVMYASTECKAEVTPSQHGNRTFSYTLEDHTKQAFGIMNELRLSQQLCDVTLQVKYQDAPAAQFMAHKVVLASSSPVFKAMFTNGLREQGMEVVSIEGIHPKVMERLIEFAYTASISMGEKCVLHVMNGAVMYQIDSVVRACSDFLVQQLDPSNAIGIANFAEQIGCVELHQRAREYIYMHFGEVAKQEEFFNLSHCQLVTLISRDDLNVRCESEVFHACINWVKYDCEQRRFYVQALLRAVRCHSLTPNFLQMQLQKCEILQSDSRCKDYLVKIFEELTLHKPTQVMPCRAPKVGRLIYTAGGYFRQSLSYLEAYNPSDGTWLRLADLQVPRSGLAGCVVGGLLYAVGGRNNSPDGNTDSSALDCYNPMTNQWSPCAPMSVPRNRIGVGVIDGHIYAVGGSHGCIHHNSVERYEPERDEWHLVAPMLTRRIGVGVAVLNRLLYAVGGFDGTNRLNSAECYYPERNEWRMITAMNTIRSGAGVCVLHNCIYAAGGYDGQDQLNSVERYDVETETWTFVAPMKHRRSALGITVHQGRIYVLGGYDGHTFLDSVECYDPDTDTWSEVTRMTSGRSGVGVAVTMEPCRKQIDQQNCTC
* hit, by the source's call; nt = not tested or not shown.

Second line of a record – LANA DNA inh	SR-BI uptake up	Arrestin-AP2 inh	Keap1 Nrf2 FP	PKA-R2B activ	PvdQ inh	SR-BI HDL uptake	RTF Ca sens inh	DAGLB inhibitor	NSD2 HMT inh
> COc1cc(C2C(C#N)=C(N)OC3=C2C(=O)CC(C)(C)C3)ccc1OCCN1CCOCC1 (stereo not drawn)
 : -1.2	8	-3	1	7	-19	-8	-2	0	-1
> O=S(=O)(c1ccccc1)N1CCCC1c1nc2ccccc2s1 (stereo not drawn)
 : 0.9	-11	9	1	9	-3	11	-1	-5	-5
> COc1cc2c(cc1OC)CN(CC(=O)NC(=O)NCc1ccco1)CC2
 : -0.6	3	20	1	0	-4	-3	-2	-2	-45
> O=C(NC1CCCC1)C(c1ccco1)N(C(=O)c1ccco1)c1ccccc1 (stereo not drawn)
 : -0.7	nt	6	-1	-8	17	nt	-10	-2	18
> O=C1CCCC2=C1C(c1ccsc1)CC(=O)N2c1ccccc1F (stereo not drawn)
 : 0.8	17	-6	3	-15	-5	-17	-1	-2	2
> O=C(/C=C/c1cccc([N+](=O)[O-])c1)OCC(=O)c1ccccc1
 : 0.4	-4	8	1	-6	-14	4	-29	-5	-1
> Cc1cccc(N(C(=O)c2cnc3n(c2=O)CCS3)C2CCCCC2)c1
 : -0.6	32	0	-1	0	-7	-32	7	2	5
> O=C(CCc1nnc(Cc2ccc3c(c2)OCO3)o1)NCCc1ccccc1Cl
 : 1.5	5	5	-1	-3	6	-5	-9	0	-7
> O=C(O)c1ccc(N2C(=O)c3[nH]nc(-c4ccccc4)c3C2c2ccccc2)cc1 (stereo not drawn)
 : 1.1	11	7	0	2	-2	-11	-8	1	2
> CCN1CCN(c2sc(S(C)(=O)=O)nc2S(=O)(=O)c2ccc(Cl)cc2)CC1
 : -0.1	9	-6	-8	-10	-19	-9	0	-1	12
> COCCn1nnnc1CN(Cc1ccco1)Cc1cc2cc3c(cc2[nH]c1=O)OCO3
 : 0.1	9	1	-6	-6	-10	-9	-11	-1	-5
> CCOc1cc(/C=C/C(=O)c2ccc(C)cc2)ccc1OCC(=O)N(C)C
 : -0.3	-14	6	-7	-9	-5	14	1	-1	8
> Cc1nccn1CCCNCc1c(C(=O)N2CCCCCCC2)nc2ccc(Cl)cn12
 : 1.6	20	-2	2	-8	-13	-20	-5	0	-5
> CCC(=O)Nc1ccccc1C(=O)NC1CCCCC1
 : 0.3	18	-7	-1	7	-4	-18	0	3	1
> COc1cc(NC(=O)c2ccc(F)cc2)c(OC)cc1NC(=O)CN1CCCCC1
 : 0.4	nt	6	0	13	-4	nt	6	-1	6
> COc1ccc(CCNC(=O)c2ccc(OCC(=O)N3CCOCC3)c(OC)c2)cc1OC
 : -0.6	-24	39	4	3	9	24	-7	-1	-3
> CCn1c(SCc2cccc(C)c2)nnc1-c1ccc(C)cc1
 : -0.3	-16	1	1	-2	-16	16	-3	-6	-5
> COc1ccc(CCNC(=O)C2CCCN(S(=O)(=O)c3ccc(F)cc3)C2)cc1 (stereo not drawn)
 : -0.2	-5	9	0	0	-11	5	-4	0	-1
> COc1cc(/C(C)=N/Nc2ccc(C(=O)O)cc2)cc(OC)c1OC
 : 0.7	28	6	0	-10	4	-28	4	3	-1
> Cc1cc(NC(=O)COc2nnc(-c3ccccc3)c3ccccc23)no1
 : 0.0	-19	11	3	2	-7	19	-7	-2	-7
> O=[N+]([O-])c1cc(S(=O)(=O)Nc2cccc(Cl)c2)ccc1N=Nc1c(O)[nH]c2ccccc12
 : -0.1	-101	4	-4	1	-9	101*	5	3	1
> O=C(COC(=O)c1cc(S(=O)(=O)N2CCOCC2)ccc1F)Nc1c(Cl)cccc1C(F)(F)F
 : nt	30	-10	nt	-1	-14	-30	3	1	-1
> CC[C@@H]1CC=C[C@H]2[C@H]1C(=O)N(Cc1ccccc1)[C@H]2c1ccc(C(F)(F)F)cc1
 : -0.6	0	1	-2	-11	1	0	4	-15	nt
> COc1ccc(NC(=O)CN(C)C(=O)c2cccc(S(=O)(=O)N3CCN(Cc4ccccc4)CC3)c2)cc1
 : -1.9	-5	19	1	3	3	5	-2	-1	2
> CC(C)(C)C(=O)Cn1c(=O)n(-c2ccc(F)cc2F)c(=O)c2sccc21
 : -0.1	nt	-4	0	-1	-14	nt	-3	0	-1
> CCc1cccc2c(C(=O)COC(=O)c3nn(C)c(=O)c4ccccc34)c[nH]c12
 : -2.6	-60	-3	-2	-3	-2	60	-10	-2	1
> CCS(=O)(=O)N1CCCC(C(=O)NCCN2CCC(Cc3ccccc3)CC2)C1 (stereo not drawn)
 : -0.2	nt	-6	3	-7	-8	nt	-8	-1	4
> Cc1nc2ccc(NC(=O)c3cccs3)cc2s1
 : -0.6	-14	4	-1	-14	4	14	-2	-1	-1
> CCCCN1C(=O)CC(C(=O)OCC)=C1C
 : -0.2	8	4	2	2	-9	-8	-10	0	37
> O=C(Nc1ccc(F)c(Cl)c1)c1cccnc1
 : 7.4	-2	1	-4	1	2	2	-7	-2	-3
> Cc1cc(O)c(C(C)C)cc1N=Cc1ccc(N(C)C)cc1
 : -0.6	14	2	-1	-4	-12	-14	-4	1	8
> O=C(CSc1ccccn1)Nc1nonc1[N+](=O)[O-]
 : 0.1	39	25	-51	-7	2	-39	2	0	-4
> CN(C)C(=O)CN1C(=O)c2cccc3cccc1c23
 : 0.1	nt	-8	-1	-3	-7	nt	-1	-1	-2
> CCC(CC)C(=O)c1c[nH]c(C(=O)N2CCN(c3ccccc3)CC2)c1
 : -2.0	0	-10	-6	-1	-15	0	-6	1	-1
> C[C@H](CO)N1C[C@H](C)[C@@H](CN(C)C(=O)Nc2ccccc2)Oc2c(NC(=O)Cc3ccccc3)cccc2C1=O
 : -0.6	-49	2	0	11	-3	49	2	1	nt
> Cc1ccc(NC(=O)CN2C(=O)S/C(=C/c3ccc(-c4cc(C(=O)O)ccc4C)o3)C2=O)cc1C
 : 7.9	-40	34	4	-1	4	40	-6	1	6
> Cc1noc(C)c1COc1cccc(C(=O)Nc2ccccc2N2CCOCC2)c1
 : 1.1	-49	-7	-7	-2	-13	49	-7	-4	-3
> O=C(NCCN1CCOCC1)c1cccs1
 : 1.5	10	8	-7	-3	-14	-10	-4	-1	39
> CCNC(=S)NNC(=O)C1CCN(Cc2ccccc2)CC1
 : -0.1	19	-12	-6	-2	-22	-19	-3	1	11
> CCOc1ccc(NC(=O)CN(C)C(=O)C2CC(=O)N(CCc3ccccc3)C2)cc1OCC (stereo not drawn)
 : 0.8	-48	9	-1	11	-2	48	3	-2	3
> Cc1cc(Br)ccc1OCC(=O)NNC(=O)C(=O)Nc1ccccc1
 : 0.2	9	33	2	8	-5	-9	-14	5	0
> CCN(CC)S(=O)(=O)c1ccc(OC)c(NC(=O)Cn2cnc3c2c(=O)n(C)c(=O)n3C)c1
 : -1.3	23	-10	-4	14	-13	-23	-16	2	-2
> COc1ccccc1NC(=O)[C@H](COCc1ccccc1)NC(=O)OC(C)(C)C
 : 0.0	-22	7	-3	12	-10	22	2	-7	0
> O=C(CSc1nc(O)cc(=O)[nH]1)C1CC1
 : 1.6	5	9	-4	-7	14	-5	6	-1	-1
> Cc1cc(C)c(C)c(S(=O)(=O)N[C@@H](C)C(=O)OCC(N)=O)c1C
 : 0.3	8	17	1	13	-1	-8	10	0	0
> C/C(=C/Cc1c(O)cc2oc(C)cc(=O)c2c1O)COC1OC(CO)C(O)C(O)C1O (stereo not drawn)
 : 3.0	22	-2	3	-14	-7	-22	-12	0	nt
> S=c1[nH]nc(C2CCCCC2)n1/N=C/C(Cl)=C\c1ccccc1
 : 0.8	6	2	-1	5	1	-6	-7	-2	1
> O=C1NN=C(CSc2n[nH]c(=S)s2)CS1
 : 1.6	9	-23	-1	1	-24	-9	-4	2	0
> Cc1ccnc2nc(C(=O)Nc3nc4ccccc4s3)nn12
 : -0.6	11	2	4	5	10	-11	-9	2	4
> C=CCN=C(NC#N)SC
 : -5.2	33	24	-2	-3	4	-33	-14	-7	1
> COc1ccc(-c2nnn(Cc3nn[nH]n3)n2)cc1OC
 : -1.0	-17	-10	-1	9	-15	17	-7	-1	0
> Cc1ccc(-c2cc(C(=O)N3CCCC3)c3ccccc3n2)s1
 : -0.5	-22	-5	-2	-6	-9	22	-1	-1	-4
> O=C(CS(=O)CC(=O)N(CC(=O)NC1CCCC1)c1ccccc1F)Nc1ccc(F)cc1 (stereo not drawn)
 : 1.2	nt	-1	0	-1	-7	nt	6	0	-2
> COc1cccc(N(CC(=O)O)S(=O)(=O)c2ccccc2)c1
 : 0.0	22	4	0	-2	-17	-22	-11	-2	-4

Compounds from the list above that have an NH in an aromatic ring:
Second line of a record – LANA DNA inh	SR-BI uptake up	Arrestin-AP2 inh	Keap1 Nrf2 FP	PKA-R2B activ	PvdQ inh	SR-BI HDL uptake	RTF Ca sens inh	DAGLB inhibitor	NSD2 HMT inh
> O=C(O)c1ccc(N2C(=O)c3[nH]nc(-c4ccccc4)c3C2c2ccccc2)cc1 (stereo not drawn)
 : 1.1	11	7	0	2	-2	-11	-8	1	2
> COCCn1nnnc1CN(Cc1ccco1)Cc1cc2cc3c(cc2[nH]c1=O)OCO3
 : 0.1	9	1	-6	-6	-10	-9	-11	-1	-5
> O=[N+]([O-])c1cc(S(=O)(=O)Nc2cccc(Cl)c2)ccc1N=Nc1c(O)[nH]c2ccccc12
 : -0.1	-101	4	-4	1	-9	101*	5	3	1
> CCc1cccc2c(C(=O)COC(=O)c3nn(C)c(=O)c4ccccc34)c[nH]c12
 : -2.6	-60	-3	-2	-3	-2	60	-10	-2	1
> CCC(CC)C(=O)c1c[nH]c(C(=O)N2CCN(c3ccccc3)CC2)c1
 : -2.0	0	-10	-6	-1	-15	0	-6	1	-1
> O=C(CSc1nc(O)cc(=O)[nH]1)C1CC1
 : 1.6	5	9	-4	-7	14	-5	6	-1	-1
> S=c1[nH]nc(C2CCCCC2)n1/N=C/C(Cl)=C\c1ccccc1
 : 0.8	6	2	-1	5	1	-6	-7	-2	1
> O=C1NN=C(CSc2n[nH]c(=S)s2)CS1
 : 1.6	9	-23	-1	1	-24	-9	-4	2	0
> COc1ccc(-c2nnn(Cc3nn[nH]n3)n2)cc1OC
 : -1.0	-17	-10	-1	9	-15	17	-7	-1	0
